# Assay outcomes: PubChem BioAssay, several laboratories
# Scp1 inh = Scp-1 phosphatase inhibitors, primary screen, biochemical, colorimetric, uHTS | Carboxy-terminal domain RNA polymerase II polypeptide A small phosphatase 1 (Homo … | inhibition, % at 20 µM | AID 493091, 2011 | hit rate 0.88% among 340,000 | Recombinant Scp1, phosphopeptide, malachite green phosphate absorbance;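 active = inhibition above about 50% at 20 µM, limit read from the data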;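 also: plate controls were DMSO wells with enzyme for no effect and wells lacking enzyme for full effect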
# Target sequence (Q9GZU7 76-261 limits assumed): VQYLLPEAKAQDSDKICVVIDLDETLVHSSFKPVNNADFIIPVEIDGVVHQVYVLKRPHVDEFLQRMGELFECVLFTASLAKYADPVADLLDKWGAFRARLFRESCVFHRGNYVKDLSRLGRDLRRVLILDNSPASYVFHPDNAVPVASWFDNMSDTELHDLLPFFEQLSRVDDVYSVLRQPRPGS
#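 Incubation: 45 min enzyme reaction at room temperature / System: truncated SCP-1 phosphatase (76-261aa) / Reagent: Phospho 17-mer peptide substrate / Buffer or medium: Acidic Tris acetate buffer with magnesium and detergent / Signal: absorbance at 630 nm / Doses: one concentration, 20 µM, with 1.0% DMSO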
# CSN deneddyl inh = inhibitors of CSN-mediated cullin deneddylation, primary screen, biochemical, fluorescence polarization, uHTS | COP9 signalosome complex subunit 5 (Homo sapiens), Q92905 | inhibition, % at 12.5 µM | AID 651999, 2013 | hit rate 0.38% among 360,000 | Purified CSN, SCF-Nedd8-OG deneddylation;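 active = pattern-corrected inhibition above about 35%, with an unprinted fluorescence ratio check between 0.5 and 1.5, limit read from the data, passing the limit was not always enough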;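 also: 0% = enzyme with substrate and 100% = substrate without enzyme; some results filed as inactive read as strong as hits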
#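 Assay system: Purified human Csn5 enzyme expressed in HEK293T cells | Amount: Enzyme 0.24 nM | Measured by: Fluorescence polarization readout | Medium: Tris/NaCl/DTT buffer, pH 7.5 | Compound dosing: One concentration, 12.5 µM, 0.25% DMSO | Times: 90 min incubation of compound, enzyme and substrate at room temperature | Control set: no-enzyme wells high, enzyme-with-substrate wells low | Read-out: % inhibition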
# NadD block = inhibitors of S. aureus NadD, primary screen, biochemical, colorimetric, uHTS; Nicotinate-nucleotide adenylyltransferase NadD (Staphylococcus aureus N315); purified NadD enzyme, colorimetric absorbance read-out; inhibition, % at 20 µM; hit rate 0.78% among 360,000; in the data active = inhibition above about 26%; also: some compounds past the cut are filed as inactive
# SUMO1-SIM PPI = modulators of SUMO1 protein-protein interactions, primary screen, biochemical, uHTS. hit rate 0.33% among 360,000. AID 602429, 2012. SUMO1 binding to a labelled peptide, TR-FRET, 1 h. Small ubiquitin-related modifier 1 (Homo sapiens), P63165. inhibition, % at 20 µM; in the data active = inhibition above about 37%
# DNMT1 inh = human DNMT1 methyltransferase inhibitors, primary screen, biochemical, molecular beacon, fluorescence, HinP1I cleavage, uHTS | DNA (cytosine-5)-methyltransferase 1 (Homo sapiens), P26358 | inhibition (reported as % activation of signal), % at 10 µM | hit rate 0.83% among 360,000; in the data active = inhibition above about 50%
# LMPTP inh = LMPTP phosphatase inhibitors, primary screen, biochemical, fluorescence intensity, uHTS; Low molecular weight phosphotyrosine protein phosphatase (Homo sapiens), P24666; recombinant LMPTP-A, OMFP fluorogenic substrate; inhibition, % at 20 µM; hit rate 0.22% among 360,000;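 active = compounds that cut the enzyme signal by at least half of the control window in the single-dose screen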;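 also: plate controls were DMSO wells with enzyme plus substrate for no effect and substrate without enzyme for full effect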
# Target sequence (P24666 whole entry, looked up): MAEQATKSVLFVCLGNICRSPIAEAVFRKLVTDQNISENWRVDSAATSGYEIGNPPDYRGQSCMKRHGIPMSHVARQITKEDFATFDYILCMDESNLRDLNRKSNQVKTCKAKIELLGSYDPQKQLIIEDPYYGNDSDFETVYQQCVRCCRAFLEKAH
#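 Assay system: LMPTP-A, protein tyrosine phosphatase of low molecular weight / Medium: pH 6.0 Bis-Tris buffer with DTT and Triton X-100 / Schedule: 50 min enzyme reaction at room temperature, protected from light / Measured by: endpoint fluorescence intensity from OMFP dephosphorylation / Read-out basis: % inhibition relative to no-enzyme and uninhibited control wells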
# Rpn11 inh = Rpn11 (PSMD14) deubiquitinase inhibitors, primary screen, biochemical, fluorescence polarization, uHTS; human 26S proteasome, Ub4-pepOG fluorescence polarization; 20S core pre-blocked with epoxomicin; AID 588493, 2011; calls only at 20 µM; hit rate 0.59% among 360,000; 26S proteasome non-ATPase regulatory subunit 14 (Homo sapiens), O00487;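 active = inhibition at 20 µM, scaled to each plate's controls, above about 33%, limit read from the data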
# Rin1-Abl PPI inh = inhibitors of Rin1-Abl protein binding, primary screen, biochemical, TR-FRET | Tyrosine-protein kinase ABL1 (Homo sapiens) + Ras and Rab interactor 1 (Homo sapiens), … | hit rate 0.4% among 360,000 | inhibition, % at 7.35 µM; in the data active = inhibition above about 5%, passing the limit was not always enough
# Neddyl block = inhibitors of cullin neddylation, primary screen, biochemical, TR-FRET, uHTS, NAE and Ubc12; NEDD8-conjugating enzyme Ubc12 (Homo sapiens) + NEDD8-activating enzyme E1 regulatory …; calls only at 25 µM; hit rate 0.58% among 360,000; in the data active = inhibition above about 36%
# Target sequence (P61081 whole entry, looked up): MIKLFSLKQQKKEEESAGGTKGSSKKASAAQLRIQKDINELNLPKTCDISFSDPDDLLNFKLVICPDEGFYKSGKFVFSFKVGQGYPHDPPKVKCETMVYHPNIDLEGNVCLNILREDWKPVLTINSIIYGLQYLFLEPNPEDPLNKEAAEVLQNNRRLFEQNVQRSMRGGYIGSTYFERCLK
# Target sequence (Q13564 whole entry, looked up): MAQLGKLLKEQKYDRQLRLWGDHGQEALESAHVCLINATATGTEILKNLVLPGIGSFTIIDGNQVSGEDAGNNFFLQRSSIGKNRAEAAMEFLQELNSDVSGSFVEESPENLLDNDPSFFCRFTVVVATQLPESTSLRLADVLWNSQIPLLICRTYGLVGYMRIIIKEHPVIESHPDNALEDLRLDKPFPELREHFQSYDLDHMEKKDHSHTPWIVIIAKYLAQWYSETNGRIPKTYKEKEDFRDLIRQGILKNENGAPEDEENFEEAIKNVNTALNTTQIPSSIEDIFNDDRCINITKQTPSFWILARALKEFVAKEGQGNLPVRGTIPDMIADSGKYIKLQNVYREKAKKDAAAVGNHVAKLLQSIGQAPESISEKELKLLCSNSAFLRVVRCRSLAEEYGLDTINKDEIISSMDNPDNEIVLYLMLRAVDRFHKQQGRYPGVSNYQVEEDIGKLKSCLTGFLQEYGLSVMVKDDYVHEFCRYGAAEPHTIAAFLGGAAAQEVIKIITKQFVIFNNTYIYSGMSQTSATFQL
# STEP block = STEP phosphatase inhibitors, primary screen, biochemical, fluorescence intensity, uHTS. Tyrosine-protein phosphatase non-receptor type 5 (Homo sapiens), P54829. recombinant STEP, OMFP fluorogenic substrate. inhibition, % at 20 µM. hit rate 0.25% among 360,000. AID 588621, 2011;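 active = inhibition at 20 µM, scaled per plate between control wells, above about 37%, limit read from the data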;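 also: 0% = DMSO with enzyme and substrate and 100% = substrate only without enzyme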
#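 Material: STEP (striatal-enriched tyrosine phosphatase) enzyme, cell-free; Compound dosing: 20 µM single dose in 1% DMSO; Technique: fluorescence read at 480 nm ex / 540 nm em; Times: reaction 20 min, ambient temperature; Medium: 50 mM Bis-Tris pH 6.0 with 2.5 mM DTT and 0.005% Tween 20; Also added: OMFP at 25 µM.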
# * marks the source's active call; other numbers are inactive results; i = inactive; x = not tested or not shown.
no.	Structure	Scp1 inh	CSN deneddyl inh	NadD block	SUMO1-SIM PPI	DNMT1 inh
1	C#CC[N+]1(C)[C@@H]2CC[C@H]1CC(OC(=O)C(CO)c1ccccc1)C2 (some centres undefined)	9	3	2	1	0
2	Cc1cc(OC(C)C(=O)NCC(O)c2ccccc2)c2c3c(c(=O)oc2c1)CCC3 (centres undefined)	1	-1	0	-5	-2
3	CN(C)c1ccc(NC(=O)CN2C(=O)CN=C(c3ccccc3)c3cc(Cl)ccc32)cc1	0	2	1	-8	-15
4	CC[N+](CC)(CC#CCO)CC#Cc1ccccc1	-4	-1	3	-4	-4
5	CC1c2ccccc2-n2nncc2CN1CC1CCCCC1 (centres undefined)	0	2	2	2	1
6	O=C1/C(=C/c2cccc([N+](=O)[O-])c2)N2CCC1CC2	3	-9	4	-8	1
7	COC(=O)C1=C(c2ccccc2)C[C@@H]2CC[C@H]1N2C(=O)N1CCCC1	-6	0	-9	-1	0
8	O=C(COc1ccccc1)Nc1ccc(Cl)cc1C(=O)c1ccccc1	0	-12	-4	3	-2
9	CN1C2CCC1C(C(=O)O)C(OC(=O)c1ccccc1)C2 (centres undefined)	-1	0	1	1	-8
10	COC(=O)C1C(O)C(C)C(O)C(C)/C=C\C=C(/C)C(=O)Nc2c(C)c(OC(C)=O)c3c(c2O)C(=O)C(C)=C2OCOC(=C23)/C(C)=C/C(C)(O)C(O)C(C)C1O (centres undefined)	-7	6	6	-24	-9

no.	LMPTP inh	Rpn11 inh	Rin1-Abl PPI inh	Neddyl block	STEP block
1	0.0	i	3	i	-1
2	-1.4	i	0	x	0
3	1.7	i	0	i	0
4	0.3	i	2	i	-1
5	0.0	i	1	i	-2
6	-0.2	i	1	i	-1
7	-1.3	i	-1	i	-2
8	0.6	i	0	i	1
9	-0.8	i	1	i	0
10	2.1	i	2	i	0

# New compounds follow.
no.	Structure	Scp1 inh	CSN deneddyl inh	NadD block	SUMO1-SIM PPI	DNMT1 inh
11	COc1cc(C(=O)Nc2ccc(Br)cc2C(=O)c2ccccc2Cl)cc(OC)c1OC	-10	-4	-2	2	10
12	CC(Cc1ccccc1)NCc1ccccc1O (centres undefined)	-3	-4	-5	2	-1
13	COc1ccc(S(=O)(=O)NC(CC(=O)N2CCC3(CC2)OCCO3)C(C)C)cc1 (centres undefined)	-9	-2	0	-1	3
14	C=C1CC[C@@]2(O)[C@H]3Cc4ccc(O)c5c4[C@@]2(CCN3CC2CC2)[C@H]1O5	2	-1	0	12	0
15	Cc1ccc(/C=C2/C(=O)NC(=O)N(CCc3ccc(F)cc3)C2=O)o1	-10	7	3	9	4
16	CSCCC(c1nnnn1C(C)(C)C)N1CCC2(CC1)C(=O)NCN2c1ccccc1 (centres undefined)	x	-2	-2	6	-5
17	CC(=O)c1ccc(OCC(=O)N2CCCC(N3CCN(c4ccccc4C)CC3)C2)cc1 (centres undefined)	-11	-1	1	-5	0
18	CCOC(=O)[C@]12Cc3c(cc(OC)c(OC)c3OC)[C@H]1N(C(C)C)C(=O)c1ccccc12	x	3	-3	6	x
19	O=C1OC(c2ccc(Cl)cc2)=N/C1=C\N1CC2CC(C1)c1cccc(=O)n1C2 (centres undefined)	-4	2	1	-29	0
20	O=c1[nH]c(=O)n(CCc2ccc(F)cc2)c(O)c1C=NCCCn1ccnc1	-2	11	-1	-1	-3

no.	LMPTP inh	Rpn11 inh	Rin1-Abl PPI inh	Neddyl block	STEP block
11	1.9	i	-4	i	0
12	-2.1	i	1	i	-2
13	-1.3	i	0	i	-1
14	-2.0	i	4	i	-1
15	0.2	i	1	i	-1
16	1.6	i	4	i	1
17	-0.9	i	1	i	-4
18	-2.8	x	x	i	x
19	0.6	i	-3	i	-2
20	-4.3	i	0	i	1

# Next records follow.
no.	Structure	Scp1 inh	CSN deneddyl inh	NadD block	SUMO1-SIM PPI	DNMT1 inh
21	C[C@]12CC[C@H]3[C@@H](CCC4=CC(=O)CC[C@@]43O)[C@@H]1CCC2=O	-8	-3	-1	-4	1
22	COC(=O)C1=C(c2cccc(OC)c2OC)C[C@@H]2CC[C@H]1N2C(=O)NC1CCCCC1	-7	-5	2	3	6
23	CC1=C(C(=O)OC(C)C)[C@]2(C(=O)N(CC(N)=O)c3ccccc32)C(C#N)=C(N)O1	1	-4	-2	0	4
24	COC(=O)C1=C(c2cc3ccccc3s2)C[C@@H]2CC[C@H]1N2C(=O)NCc1cccc2ccccc12	-7	2	11	5	-8
25	CC1CN(CCc2ccccc2)CC(C)O1 (centres undefined)	1	4	4	-2	4
26	C/C=C1/CN2[C@@H]3C4CO[C@@H]3c3c([nH]c5cc(OC)ccc35)[C@@H]2CC14 (some centres undefined)	1	0	1	-2	-5
27	COCCCNC(=O)c1c(NC(=O)c2ccccc2Cl)n(Cc2ccccc2)c2nc3ccccc3nc12	-9	13	8	-6	-13
28	Cc1ccnc(-n2c(C)nc3ccccc3c2=O)c1	-6	2	-5	3	2
29	Cc1cc(=O)oc2cc(OCC(=O)N3CCN(C(C)c4ccccc4)CC3)c(Cl)cc12 (centres undefined)	-12	0	-8	-12	-1
30	CCOP(=O)(OCC)C(NC(=O)c1ccc(OC)cc1)C(Cl)(Cl)Cl (centres undefined)	-10	-2	-6	1	1

no.	LMPTP inh	Rpn11 inh	Rin1-Abl PPI inh	Neddyl block	STEP block
21	-1.2	i	-2	i	-1
22	0.7	i	3	i	-3
23	-1.2	i	-1	i	-2
24	4.0	i	-1	i	2
25	-2.0	i	1	i	-2
26	-2.1	i	-2	i	-3
27	0.0	x	0	i	-3
28	-1.5	i	5	i	2
29	-3.8	i	-2	x	-5
30	-0.7	i	3	i	0

# Other structures follow.
no.	Structure	Scp1 inh	CSN deneddyl inh	NadD block	SUMO1-SIM PPI	DNMT1 inh
31	CC1(C)CC2CCC(O)C2C(CCO)N1 (centres undefined)	0	3	-2	2	5
32	CC1C(c2cccs2)=[N+]([O-])C(C)(C(=O)c2cccs2)N1O (centres undefined)	-2	-13	-4	-3	3
33	CC(CC(C)(C)N1CC1)=NO	-13	1	1	-31	2
34	CC(=NCc1cccnc1)c1c(O)n(-c2ccc(Cl)cc2)c(=O)[nH]c1=O	0	-4	-5	6	2
35	CN(C)C(=S)SSC(=S)N(C)C	-11	-1	-1	3	1
36	CN1C(=O)C(=Cc2ccc(N3CCCCCC3)cc2)C(=O)N(C)C1=O	-1	-1	2	-12	-1
37	N=C1c2ccccc2CN1NC(=O)c1ccc(Cl)cc1	-1	5	-7	-1	3
38	COC(=O)C1=C(c2ccc(F)cc2OCc2ccccc2)C[C@@H]2CC[C@H]1N2C(=O)NCc1ccc2c(c1)OCO2	-14	0	-5	13	0
39	O=C(COc1ccc(Cl)cc1)N1CCN(C2CCCC2)CC1	-7	0	0	6	1
40	Cc1c(N=Cc2c(O)n(CCc3ccccc3)c(=O)[nH]c2=O)c(=O)n(-c2ccccc2)n1C	3	0	4	1	4

no.	LMPTP inh	Rpn11 inh	Rin1-Abl PPI inh	Neddyl block	STEP block
31	-1.4	i	4	i	-2
32	-1.4	i	-8	i	-2
33	0.6	i	-2	i	-1
34	-0.5	i	-1	i	3
35	39	i	1	i	-2
36	-0.1	i	0	i	1
37	-3.1	i	-3	i	0
38	7.5	i	1	i	-1
39	-2.4	i	3	i	2
40	-0.3	i	-3	i	-1

# Remaining list, next part:
no.	Structure	Scp1 inh	CSN deneddyl inh	NadD block	SUMO1-SIM PPI	DNMT1 inh
41	COC(=O)C1=C(c2cc3ccccc3o2)C[C@@H]2CC[C@H]1N2C(=O)NC(C)C	-6	3	-9	2	3
42	CN(Cc1ccccc1)C1CCCN(C(=O)COc2ccccc2Cl)C1 (centres undefined)	-6	-3	-8	0	0
43	CCOC(=O)C1CCN(/C=C2/C(=O)NC(=O)N(Cc3ccco3)C2=O)CC1	66*	19	3	11	29
44	CC1C(C)N1CC(O)Cn1ccnc1[N+](=O)[O-] (centres undefined)	-8	2	0	-14	-1
45	Cc1ccccc1-n1c(-c2ccoc2)nc2ccccc2c1=O	-3	-4	-1	1	2
46	Cc1cc(S(=O)(=O)NC(C)C)ccc1OCC(=O)N1CCN(Cc2ccc3c(c2)OCO3)CC1	4	-1	2	-2	1
47	O=C1NC(=O)N(Cc2ccccc2Cl)C(=O)/C1=C/N1CCOCC1	-6	30	3	-3	-2
48	Brc1ccc2c(c1)C(OC1CN3CCC1CC3)c1ccccc1CS2 (centres undefined)	6	4	6	-3	5

no.	LMPTP inh	Rpn11 inh	Rin1-Abl PPI inh	Neddyl block	STEP block
41	-2.0	i	-1	i	4
42	0.3	i	1	i	2
43	1.9	i	-4	i	6
44	-1.6	i	-1	i	0
45	0.7	i	-5	i	1
46	-1.5	i	3	i	18
47	-0.3	x	-4	i	-1
48	1.8	i	8	i	5

# Six of these compounds, set out differently.
# Screens in order: Scp1 inh	CSN deneddyl inh	NadD block	SUMO1-SIM PPI	DNMT1 inh	LMPTP inh	Rpn11 inh	Rin1-Abl PPI inh	Neddyl block	STEP block
41	COC(=O)C1=C(c2cc3ccccc3o2)C[C@@H]2CC[C@H]1N2C(=O)NC(C)C
    -6	3	-9	2	3	-2.0	i	-1	i	4
42	CN(Cc1ccccc1)C1CCCN(C(=O)COc2ccccc2Cl)C1 (centres undefined)
    -6	-3	-8	0	0	0.3	i	1	i	2
43	CCOC(=O)C1CCN(/C=C2/C(=O)NC(=O)N(Cc3ccco3)C2=O)CC1
    66*	19	3	11	29	1.9	i	-4	i	6
44	CC1C(C)N1CC(O)Cn1ccnc1[N+](=O)[O-] (centres undefined)
    -8	2	0	-14	-1	-1.6	i	-1	i	0
45	Cc1ccccc1-n1c(-c2ccoc2)nc2ccccc2c1=O
    -3	-4	-1	1	2	0.7	i	-5	i	1
46	Cc1cc(S(=O)(=O)NC(C)C)ccc1OCC(=O)N1CCN(Cc2ccc3c(c2)OCO3)CC1
    4	-1	2	-2	1	-1.5	i	3	i	18

# A portion of the library; count on the stated rates, not on these rows.
